esBAF inh = SWI/SNF esBAF complex inhibition; 2% of 350,000 active; reporter increase, % at 12.5 µM; mouse ES cells, Bmi1-luciferase knock-in reporter, 24 h; 100% = twice the neutral-well signal; AID 602393; in the data active = activation above about 40%; inconclusive = no clear call, values can overlap the other calls;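 also: 0% = median of the plate's neutral control wells and 100% = double that signal; a rise in the Bmi1 reporter signal indicates esBAF inhibition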
ARNT-TACC3 inh = disrupts binding between human ARNT and TACC3. Q9Y6A5. AlphaScreen His-ARNT PAS-B/GST-TACC3 binding, luminescence; TACC3 fragment carries E629A point mutation. inhibition, % at 9.99 µM. 0.66% of 390,000 active. AID 623870;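 active = mean inhibition of replicates at least 50% and at least half of replicates each reaching 50%; inconclusive = half or more replicates reach 50% but mean below 50%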;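 also: 0% = complete ARNT plus TACC3 wells and 100% = ARNT alone without TACC3; many hits fall short of the cut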
miR-122 sensor = blocks miR-122 activity in Huh7 sensor cells; Huh7 miR-122 Renilla luciferase sensor, 48 h; neutral wells = 0, positive control = 100; 0.3% of 340,000 active; AID 602342; activation (reporter increase), % at 12.5 µM;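 active = mean replicate activation score at least 90 and every replicate individually at or above 90; inconclusive = only one of the two criteria met; inactive = neither criterion met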;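 also: higher luciferase means less miR-122 activity so hits act as miR-122 inhibitors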
Cneo AK release = causes C. neoformans cell lysis | adenylate kinase release luminescence, 4 h; normalised: neutral wells 0, clomiphene wells 100 | lysis activity, % at 15 µM | 0.2% of 360,000 active;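 active = mean lysis activity across replicates of at least 80%, whatever share of replicates individually reach that level; inactive = mean lysis activity below 80%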
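Assay system: Cryptococcus neoformans yeast cells / Dosing: single-point compound dose / Timing: 4 h at 37 °C static, read 1 h later / Measured by: luminescence of released adenylate kinase using an AK detection reagent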
SIRT5 inh = blocks human SIRT5 desuccinylation of peptide; Purified SirT5, succinyl-peptide AMC, trypsin-coupled fluorescence; inhibition, % at 15 µM; 1.1% of 330,000 active; in the data active = inhibition above about 15%; inconclusive = no clear call, values can overlap the other calls
Target sequence (Q9NXA8 whole entry, looked up): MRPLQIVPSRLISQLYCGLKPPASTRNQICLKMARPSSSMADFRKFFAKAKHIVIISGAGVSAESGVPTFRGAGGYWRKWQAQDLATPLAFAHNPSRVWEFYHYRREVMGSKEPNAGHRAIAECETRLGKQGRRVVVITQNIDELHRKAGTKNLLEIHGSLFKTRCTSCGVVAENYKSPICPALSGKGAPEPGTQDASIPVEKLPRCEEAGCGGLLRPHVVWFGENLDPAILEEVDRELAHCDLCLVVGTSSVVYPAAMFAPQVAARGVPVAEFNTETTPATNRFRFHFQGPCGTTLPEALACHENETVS
Statin myotox sup = suppression of simvastatin myotoxicity. C2C12 myotubes + simvastatin, ATP luminescence, 48 h; scaled: DMSO 0, geranylgeraniol control 100. rescue of ATP level, % at 7.49 µM. 0.78% of 330,000 active. AID 602340;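 active = mean ATP rescue above about 67%, or every replicate alone reaching that limit, limit read from the data, passing the limit was not always enough; inconclusive = no clear call, values can overlap the other calls; inactive = mean under the limit and some replicate under it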;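 also: myotubes were challenged with 10 µM simvastatin during compound exposure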
ERp5 block = ERp5 (human) disulfide isomerase inhibition | Q15084 | ERp5 insulin aggregation, absorbance 650 nm, 90 min | inhibition, % at 9.99 µM | 0.05% of 350,000 active | AID 651711;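 active = mean replicate inhibition above about 25%, with every replicate also reaching it, limit read from the data, passing the limit was not always enough; inconclusive = only one of those two criteria met; inactive = neither criterion met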
Target sequence (Q15084 whole entry, looked up): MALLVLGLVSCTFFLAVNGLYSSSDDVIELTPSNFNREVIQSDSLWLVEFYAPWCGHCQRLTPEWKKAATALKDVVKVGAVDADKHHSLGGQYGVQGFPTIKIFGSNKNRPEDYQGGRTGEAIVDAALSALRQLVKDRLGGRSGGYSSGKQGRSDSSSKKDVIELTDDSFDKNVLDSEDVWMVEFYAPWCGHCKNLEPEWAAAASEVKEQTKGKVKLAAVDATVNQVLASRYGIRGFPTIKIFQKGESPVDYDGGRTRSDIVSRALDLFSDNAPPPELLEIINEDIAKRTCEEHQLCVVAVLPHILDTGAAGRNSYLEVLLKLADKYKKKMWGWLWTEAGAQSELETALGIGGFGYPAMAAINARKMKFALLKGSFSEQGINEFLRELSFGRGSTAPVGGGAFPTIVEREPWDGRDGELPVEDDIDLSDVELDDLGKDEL
The depositor's hits bear a star; ? = inconclusive; nt = not tested or not shown; [ ] = another dose, or the depositor's remark.

SMILES	esBAF inh	ARNT-TACC3 inh	miR-122 sensor	Cneo AK release	SIRT5 inh	Statin myotox sup	ERp5 block
CC(=O)NCCc1ccc(C(=O)COC(=O)C2CCCCC2)cc1	nt	-5	nt	nt	2	nt	0
O=C(CCCNS(=O)(=O)c1ccc(F)cc1)Nc1ccc(F)cc1	-1	-1	-3	-1	-3	6	3
Cc1nn(Cc2ccc(Cl)cc2)c(C)c1NC(=O)C1CC=CCC1C(=O)O (stereo not drawn)	-2	-1	-3	4	nt	nt	nt
Cc1ccsc1C(=O)OCC(=O)Nc1cccc(S(=O)(=O)NC2=NCCCCC2)c1	-9	2	-2	13	-2	3	-6
Cc1ccsc1-c1nc(-c2ccccc2)c(-c2ccccc2)[nH]1	-3	-8	-3	-3	nt	-13	nt
COc1ccc(S(=O)(=O)N2CCSC2c2ccc(N)cc2)cc1 (stereo not drawn)	-5	-4	3	1	nt	11	nt
Cc1ccsc1C1CC(=O)Nc2ccccc2S1 (stereo not drawn)	-10	1	nt	2	nt	-33	9
O=C(Nc1cccc(NC(=O)c2ccccc2Cl)c1)c1ccco1	7	-1	2	1	0	-3	-4
Cc1noc(C)c1S(=O)(=O)Nc1ccc2c(c1)C(=O)N([C@@H](C)CO)C[C@H](C)[C@@H](CN(C)S(=O)(=O)c1ccc(Cl)cc1)O2	-4	nt	1[16.7 µM]	1	3	nt	2
CO[C@@H]1CN(C)C(=O)c2cc(NC(=O)Cc3ccccc3)ccc2OC[C@@H](C)N(C(=O)c2ccccc2F)C[C@H]1C	4	-1	nt	42	3	-1	-2
O=C(c1ccc(CNS(=O)(=O)c2ccccc2)cc1)N1CCN(Cc2ccccc2)CC1	5	-5	-1	5	nt	-17	nt
CCN(CC)CCn1c(NCc2ccc(C)o2)nc2ccccc21	nt	-2	12	2	nt	nt	nt
COc1ccc(CC2(CO)CCN(C(=O)NCc3ccccc3)CC2)cc1	0	19	0	-2	-6	5	1
O=c1[nH]c2c(cnn2-c2ccc(Cl)cc2)c(=O)n1-c1cccc(Cl)c1	nt	-6	nt	nt	-2	nt	1
CCCC#Cc1ccc2c(c1)O[C@H](CN(C)C(=O)c1ccccc1F)[C@H](C)CN([C@@H](C)CO)S2(=O)=O	6	1	-11[16.7 µM]	6	19*	-13	-2
O=c1c(Cl)c(NCc2ccco2)cnn1C12CC3CC(CC(C3)C1)C2	9	-1	2	-1	-5	3	7
CCOC(=O)C(=NC1CCS(=O)(=O)C1)NNc1ccccc1Cl (stereo not drawn)	nt	-2	28	15	-3	nt	-6
CCN(CC)C(=O)c1ccc(-c2nnc(OC)c3ccccc23)cc1	nt	1	nt	nt	0	nt	-1
C[C@@H]1CCCCO[C@@H](CN(C)S(=O)(=O)c2ccc(Cl)cc2)[C@H](C)CN([C@H](C)CO)C(=O)c2cc(NC(=O)Nc3ccc4c(c3)OCO4)ccc2O1	11	1	-3[16.7 µM]	38	2	nt	4
COc1ccccc1NC(=O)N1C[C@@H]2[C@H](c3ccccc31)[C@H](CO)N2C(C)=O	0	-2	7[16.7 µM]	-3	1	-6	1
COC(=O)c1sccc1NC(=O)COc1ccccc1Cl	nt	-5	1	-5	nt	nt	nt
COc1ccc(NC(=O)N(C)C[C@H]2OCCCC[C@H](C)Oc3ccc(NC(=O)NC4CCCCC4)cc3C(=O)N([C@H](C)CO)C[C@@H]2C)cc1	1	-7	0[16.7 µM]	-2	4	nt	2
COC(=O)c1c(-c2ccco2)csc1NC(=O)C1CC=CCC1C(=O)O (stereo not drawn)	-6	-8	-2	0	nt	-3	nt
O=c1c2cn(Cc3ccc(F)cc3)c3ccccc3c-2nn1Cc1ccc(F)cc1	9	-6	nt	6	-7	-3	6
CCCc1nc(N)c(C#N)c(-c2ccco2)c1CC	-1	3	-8	0	nt	19	nt
SMILES	esBAF inh	ARNT-TACC3 inh	miR-122 sensor	Cneo AK release	SIRT5 inh	Statin myotox sup	ERp5 block
CCN(CC)CCCn1c2c(c(SCC(=O)Nc3ccc(F)c(F)c3)nc1=O)CCC2	nt	-3	-3	-2	2	-5	6
Nc1ccc(NC(=O)c2cccs2)c(Cl)c1	16	0	0	0	-3	27	1
O=C(c1ccc(OC2CCN(CCc3ccccc3)CC2)cc1)N1CCC(CO)CC1	-9	-14	2	2	-3	-3	-3
O=C(O)C1(Nc2ccccc2Cl)CCCC1	nt	-17	-2	-1	-3	12	0
CCC(=O)Nc1ccc2c(c1)C(=O)N(C)[C@H]1CC[C@H](CC(=O)NCC3CC3)O[C@H]1CO2	1	-7	8[16.7 µM]	-3	-1	-12	60*
CC(=Nc1ccccc1O)c1sc2ccccc2c1O	83*	16	-4	-5	-2	17	-6
Cc1cccc(S(=O)(=O)C(C#N)c2nc3ccccc3nc2N2CCCC2)c1 (stereo not drawn)	11	15	119*	-1	nt	28	nt
C[C@@H]1CN([C@@H](C)CO)C(=O)CCCn2cc(nn2)CO[C@@H]1CN(C)S(=O)(=O)c1ccc2c(c1)OCCCO2	-3	-14	-2[16.7 µM]	2	-2	-10	1
O=C(O)C[C@@H]1CC[C@H](NC(=O)c2ccccc2F)[C@H](CO)O1	3	-9	nt	42	0	-1	7
C[C@@H]1CCCCO[C@@H](CN(C)CC2CC2)[C@H](C)CN([C@@H](C)CO)C(=O)c2cc(NC(=O)Nc3cccc4ccccc34)ccc2O1	2	-7	2[16.7 µM]	-2	nt	nt	nt
O=C(Cn1nnc(-c2cccc(C(F)(F)F)c2)n1)N1CCOCC1	4	-21	0	-2	0	-17	7
Cc1c(Cl)cccc1NC(=O)c1cc(C2CC2)on1	67*	-5	1	7	-2	-2	3
CCCCCC(/C=N/Nc1ccc(S(=O)(=O)N2CCOCC2)cc1[N+](=O)[O-])=C\c1ccccc1	-6	2	-12	2	nt	-3	nt
COc1ccc(NC(=O)Nc2ccc3c(c2)[C@@H]2C[C@@H](CC(=O)NCc4ccccn4)O[C@@H](CO)[C@@H]2O3)cc1	2	0	-6[16.7 µM]	4	4	3	3
O=C(O)c1ccccc1-c1ccc(/C=c2\sc3nc4cc(Br)cnc4n3c2=O)o1	-5	50*	-1	-2	nt	16	nt
COc1cccc(OCC(=O)N(C)Cc2nc(-c3cccc(C)c3)no2)c1	0	7	nt	-1	nt	36	0
COCCN(C(=O)Cn1nnc2ccccc21)C(C(=O)NC1CCCC1)c1cc(OC)ccc1OC (stereo not drawn)	0	-12	8	0	nt	11	nt
CO[C@@H]1CN(C)C(=O)c2cc(NC(=O)C3CCC3)ccc2OC[C@H](C)N(Cc2cccnc2)C[C@H]1C	1	-6	nt	11	2	1	5
NS(=O)(=O)c1ccc(Nc2ccc3nonc3c2[N+](=O)[O-])cc1	nt	4	-14	2	0	nt	-1
O=C(O)C1CCCN(S(=O)(=O)c2cccc3cccnc23)C1 (stereo not drawn)	-9	-23	-7	-2	nt	-8	2
Brc1cccc(OCCCNC2CCCC2)c1	5	-3	nt	6	nt	-10	6
CCn1c(CNS(=O)(=O)c2ccc(Br)cc2)n[nH]c1=S	-2	-5	25	-2	-17	7	2
CCCCNC(=O)c1ccc(-n2c(=S)[nH]c3ccccc3c2=O)cc1	-5	-2	-3	25	-3	9	3
Cc1noc(C)c1S(=O)(=O)N(C)C[C@@H]1OCCCC[C@H](C)Oc2ccc(NC(=O)CCC(F)(F)F)cc2C(=O)N([C@H](C)CO)C[C@@H]1C	6	0	-1[16.7 µM]	-1	nt	1	nt
CCOC(=O)C1=C(CN2CCSCC2)NC(=O)NC1c1ccc2c(c1)OCO2 (stereo not drawn)	nt	-3	-7	-2	-1	nt	2

Taken from above:
Under Cneo AK release, CO[C@@H]1CN(C)C(=O)c2cc(NC(=O)C3CCC3)ccc2OC[C@H](C)N(Cc2cccnc2)C[C@H]1C is listed with 11
Under miR-122 sensor, Cc1noc(C)c1S(=O)(=O)N(C)C[C@@H]1OCCCC[C@H](C)Oc2ccc(NC(=O)CCC(F)(F)F)cc2C(=O)N([C@H](C)CO)C[C@@H]1C is listed with -1[16.7 µM]
Under ARNT-TACC3 inh, O=C(Cn1nnc(-c2cccc(C(F)(F)F)c2)n1)N1CCOCC1 is listed with -21

Continuation:
SMILES	esBAF inh	ARNT-TACC3 inh	miR-122 sensor	Cneo AK release	SIRT5 inh	Statin myotox sup	ERp5 block
COC(=O)c1ccc(CSc2cc(C)c3cccc(C)c3n2)o1	2	1	1	0	0	15	3
C#CCOCCOCCOCCNc1nc(N2CCN(C(=O)[C@H]([C@@H](C)CC)n3cc([C@@H](N)Cc4ccc(O)cc4)nn3)CC2)nc(N2CCN(C(=O)[C@H](CCCCN)n3cc([C@@H](N)C(C)CC)nn3)CC2)n1 (stereo partly drawn)	-1	25	7	4	nt	0	nt
COc1ccc([C@H]2CC(=O)C=C(c3ccc(C(F)(F)F)c(C(F)(F)F)c3)C2)cc1OC	-5	-24	-5	2	3	-1	5
Cc1cc2[nH]c(=O)c(=O)[nH]c2cc1S(=O)(=O)NC1CCCCC1C (stereo not drawn)	1	-17	nt	-1	nt	8	nt
COc1ccc(C(=O)NCC(=O)NCC(=O)OCc2ccc(Cl)cc2)cc1	2	-11	-6	4	-2	1	3
COc1ccc(N2CCN(C(=O)/C=C/c3ccco3)CC2)cc1	-6	-5	-5	-2	2	2	-3
Cc1noc(C)c1S(=O)(=O)Nc1ccc2c(c1)C(=O)N([C@H](C)CO)C[C@H](C)[C@H](CN(C)C(=O)Nc1ccc3c(c1)OCO3)OCCCC[C@H](C)O2	4	5	-6[16.7 µM]	0	7	nt	0
O=C(CCN1C(=O)/C(=C/c2ccccc2F)SC1=S)NCCCn1ccnc1	6	8	-5	-1	-5	13	-10
CCOc1ccc(OCCC(=O)Nc2cccc(S(=O)(=O)N3CCCC3)c2)cc1	13	10	-5	-1	6	5	2
COC(=O)C(NC(C)=O)(Nc1nc2ccc(C)cc2s1)C(F)(F)F (stereo not drawn)	1	-1	5	-2	nt	-14	nt
Cc1nccn1CC(=O)N/N=C/c1c[nH]c2ccccc12	nt	-6	-8	5	-4	nt	1
CCS(=O)(=O)Nc1ccc2c(c1)C(=O)N(C)C[C@@H](OC)[C@@H](C)CN(C)[C@@H](C)CO2	-5	19	7[16.7 µM]	55	4	-1	1
CN(C)CCNc1ccc(-c2nn(C)c(=O)c3ccccc23)cc1[N+](=O)[O-]	nt	18	nt	nt	-4	nt	7
Cn1c(N)c(C(=O)CSc2nc3ccccc3c(=O)n2CCCN2CCOCC2)c(=O)n(C)c1=O	nt	-2	nt	nt	5	nt	3
O=C(NC(=S)N1CCCc2ccccc21)c1ccc(Cl)cc1	nt	8	-10	-3	nt	nt	nt
Cn1c(=S)n(/N=C/c2ccc3c(c2)OCO3)c2ccccc21	10	1	7	0	nt	-23	nt
O=C(C[C@H]1CC[C@@H]2[C@H](COC[C@@H](O)CN2Cc2ccc(Cl)cc2)O1)NCc1ccccc1Cl	3	5	2[16.7 µM]	-2	-2	16	-1
COc1ccc(/C=N/S(=O)(=O)c2ccccc2)cc1OC	2	-11	-3	-10	-6	-3	5
O=C(NC1CC1)c1cccc(NC(=O)C2CC2)c1	-12	1	-4	1	nt	5	-2
CN(Cc1ccccc1)C(=O)c1cccc(NC(=O)Cc2ccc(NC(=O)C3CCN(C(=O)C4CCCCC4)CC3)cc2)c1	1	-2	-1	1	-1	-6	-1
CC1=C(C(=O)N(C(C)C)C(C)C)CC(CC(=O)NCc2cccs2)C(=O)N1Cc1ccccc1 (stereo not drawn)	-3	nt	-6	2	-1	15	-1
CC1CCN(C(=O)Nc2ccc3nsnc3c2)CC1	?	-2	-6	-5	nt	14	nt
Cc1nnc(N(C)C(=O)c2ccccn2)s1	nt	3	-7	2	nt	-9	nt
Cc1sc(NC(=O)C2CCCCC2C(=O)O)c(C(N)=O)c1-c1ccccc1 (stereo not drawn)	?	-2	-4	-1	nt	-5	nt
